Giardia FBPA inh – inhibitors of Giardia lamblia fructose-1,6-bisphosphate aldolase. Potency, µM (doses to about 59.6 µM), for the others: top-dose activity, negative = inhibition, hits mostly inhibitors. purified Giardia FBPA. A8B2U2. AID 2451. 290,000 tested, 0.71% active; also: potency is read from the fitted curve at half-maximal effect; nearly all actives have a fitted effect of over 55% in size
Target sequence (A8B2U2 whole entry, looked up): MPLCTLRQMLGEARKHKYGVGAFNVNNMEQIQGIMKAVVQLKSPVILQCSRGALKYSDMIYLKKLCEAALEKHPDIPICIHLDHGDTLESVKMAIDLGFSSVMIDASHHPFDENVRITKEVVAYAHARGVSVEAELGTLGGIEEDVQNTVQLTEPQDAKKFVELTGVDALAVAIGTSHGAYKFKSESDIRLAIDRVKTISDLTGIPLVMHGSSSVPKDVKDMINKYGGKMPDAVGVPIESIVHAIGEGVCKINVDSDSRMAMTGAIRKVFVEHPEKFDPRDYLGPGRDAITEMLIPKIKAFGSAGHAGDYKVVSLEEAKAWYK
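40 nM FBPA preincubated 10 min at RT with compound (up to 57.5 uM final), then substrate plus GAPDH/TPI/NAD/arsenate coupling and diaphorase/resazurin added. Fluorescence read after 20 min at RT, 525/598 nm.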
HCV inhibitor – HCV inhibition. Huh7.5.1 HCVcc-Cre infection, luciferase reporter, 44 h. Potency, µM (doses to about 41.8 µM), without a hit: at the top dose activity change, negative = inhibition, actives largely listed as inhibitors. 340,000 tested, 3.4% active; also: potency is read from the fitted curve at half-maximal effect
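Cells (1,000/well) were plated 4 h before compound, then infected with HCVcc-Cre virus (~0.5 moi). After 44 h further culture, infection was read as luciferase luminescence following a 15 min substrate incubation at room temperature.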
AmpC no deterg – AmpC beta-lactamase inhibition without detergent; P00811; AmpC nitrocefin hydrolysis, absorbance 480 nm, 0.0001% Triton; Potency, µM (series often up to 57.1 µM), without a hit: at the highest dose activity change, negative = inhibition, most hits filed as inhibitors; 330,000 tested, 0.52% active; AID 485341;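 also: potency is read from the fitted curve at half-maximal effect; plate controls were no compound for no effect and no enzyme for full effect; nearly all actives have a fitted effect of over 20% in size; some results filed as inactive show a strong effect at the top dose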
Target sequence (P00811 whole entry, looked up): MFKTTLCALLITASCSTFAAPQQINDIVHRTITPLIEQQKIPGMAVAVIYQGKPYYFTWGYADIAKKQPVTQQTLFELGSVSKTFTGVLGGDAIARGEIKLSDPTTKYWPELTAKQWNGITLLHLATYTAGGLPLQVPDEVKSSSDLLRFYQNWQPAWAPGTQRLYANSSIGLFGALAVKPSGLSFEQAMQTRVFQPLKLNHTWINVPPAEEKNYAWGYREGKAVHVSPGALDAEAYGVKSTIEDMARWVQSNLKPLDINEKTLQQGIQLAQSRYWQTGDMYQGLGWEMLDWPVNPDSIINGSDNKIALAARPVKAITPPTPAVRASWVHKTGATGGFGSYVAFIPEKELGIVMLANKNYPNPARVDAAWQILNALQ
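AmpC (5.3 nM in the dispensed reagent) in 20 mM phosphate pH 7.0 with 0.01% (detergent screen) or 0.0001% Triton X-100 was preincubated with compounds for 15 min at room temperature. Nitrocefin was then added from an 800 uM solution, and hydrolysis was followed at 480 nm.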
AmpC inh detg – AmpC beta-lactamase inhibition with detergent present. P00811. AmpC hydrolysis of nitrocefin, absorbance 480 nm, 0.01% Triton. Potency, µM (top dose mostly 114 µM), for inactives: top-dose activity change, negative = inhibition, hits mostly inhibitors. 370,000 tested, 0.041% active. AID 485294;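 also: potency is read from the fitted curve at half-maximal effect; 0% = no-compound wells and -100% = no-enzyme wells; nearly all actives have a fitted effect of over 25% in size; some results filed as inactive show a strong effect at the top dose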
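20 mM phosphate pH 7.0 + 0.01% (detergent screen) or 0.0001% Triton X-100; 5.3 nM AmpC reagent; cpd preinc 15 min RT; nitrocefin (800 uM stock) to start; A480 q20 s × 4 min; Activity was normalised to no-enzyme and no-compound control wells.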
HCMV antiviral – inhibitors of human cytomegalovirus | HFF cells, HCMV-luciferase reporter, 72 h; stronger effect = lower value | activity change, negative = inhibition, % at 57.5 µM | 410,000 tested, 4.5% active; in the data active = activity change below about -60%; inconclusive = no clear call, values can overlap the other calls; inactive = above about -39%
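Screen run at 2 compound doses on HFFs infected with reporter HCMV, MOI 1 PFU/cell. Luciferase activity from cell lysates at 72 h post infection gave inhibition relative to buffer-only and Salinomycin wells.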
Sm TGR block – inhibitors of Schistosoma mansoni thioredoxin glutathione reductase. purified TGR, DTNB reduction, TNB absorbance 405 nm. 360,000 tested, 3% active. AID 485364. Potency, µM (doses to about 114 µM), without a hit: at the highest dose activity change, negative = inhibition, actives largely listed as inhibitors; also: potency is read from the fitted curve at half-maximal effect; nearly all actives have a fitted effect of over 60% in size
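First, TGR (20 nM dispensed) and NADPH were mixed with compound. Second, a 15 min room-temperature incubation followed. Third, further NADPH and then DTNB were added to start the reaction. Finally, TNB absorbance was monitored kinetically.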
* = called active by the depositor; ? = inconclusive; nt = not tested or not shown; [ ] = another dose, or the depositor's remark. Unless noted, calls follow the shape of the dose curve; as a rule, active = well fitted curve in the direction sought with a large enough effect; inconclusive = small, poorly fitted or top-dose-only effect, or another doubt; inactive = no such curve, though single readings can be large; an effect the other way counts as inactive or inconclusive. Unless noted, % is scaled to controls: 0 for no effect and ±100 for the full control effect.

The line under a structure holds: Giardia FBPA inh	HCV inhibitor	AmpC no deterg	AmpC inh detg	HCMV antiviral	Sm TGR block
CN(C)c1ccc(C=Nc2ccccc2C(N)=O)cc1
  -13%	-2%	-19%	-17%	44	-10%
O=C(COC(=O)CCc1nc2ccccc2c(=O)[nH]1)NC(=O)NC1CCCC1
  -1%	20%	-14%	-20%	-10	-11%
Cc1nc(C)c(C(=O)C2=C(O)C(=O)N(CCN3CCOCC3)C2c2cccnc2)s1 (stereo unspecified)
  -13%	7%	-3%	2%	25	-15%
O=S(=O)(c1ccc2[nH]c3c(c2c1)CCCCC3)N1CCN(c2ccccc2)CC1
  nt	nt	nt	24%	-4	7%
Cc1cccc(CNC(=O)Cc2ccc(NC(=O)N3CCCCc4ccccc43)cc2)c1
  nt	nt	nt	1%	33	0%
CCOC(=O)CN1C(=O)/C(=C2\SC(=S)N(NC(=O)c3cccnc3)C2=O)c2ccccc21
  14µM*	11%	-12%	-5%	3	?
COc1cc(C(=O)NCCc2cn3ccc(C)cc3n2)cc(OC)c1OC
  -18%	-26%	-6%	?	-11	4%
CN1CCN(c2nc(N)cc(=O)[nH]2)CC1
  -13%	16%	-1%	-8%	-12	-14%
Oc1oc(-c2ccco2)nc1C=Nc1ccccc1
  -2%	-12%	-31%	?	-9	-30%
C[n+]1cccc(/C=N/Nc2nc(Cl)c(C#N)c(Cl)c2Cl)c1
  -27%	8%	5%	-1%	1	?
Cc1ccc(OCC(=O)Nc2ccc(Cl)cc2C(=O)c2ccccc2)cc1C
  nt	nt	nt	14%	-16	3%
O=C(CSc1ccc(S(=O)(=O)N2CCOCC2)cn1)Nc1ccc(F)c(F)c1
  nt	6.3µM*	-8%	-11%	0	2%
CCCOC(=O)c1c(N)sc2c1CCC2
  -13%	?	-19%	-8%	-17	?
CC(=O)Nc1nc(=S)n(-c2ccccc2)[nH]1
  ?	1%	-17%	?	-22	0%
Oc1cccc(C=NCc2ccccc2)c1O
  7.1µM*	1%	-32%	-13%	23	50µM*
Nn1c(SCC(=O)NC2CCCCC2)nnc1-c1ccc(Cl)cc1
  0%	0%	-12%	?	8	-3%
Nc1nc(C23CC4CC(CC(C4)C2)C3)[nH]c(=O)n1
  -1%	20%	-29%	5%	-25	6%
CCN(c1ccccc1)S(=O)(=O)c1cc(C(=O)NCc2ccco2)ccc1C
  nt	?	-27%	-8%	0	?
O=[n+]1c2c(n([O-])c3cc(Cl)ccc31)CCCC2
  -4%	-2%	-23%	-1%	-28	-25%
CC(O)CSc1nc2c(c(=O)[nH]c(=O)n2C)n1CC(O)COc1ccccc1 (stereo unspecified)
  0%	14%	-4%	-15%	-94*	5%
Cc1ccc2[nH]c(C)c(/C=N/Nc3nc4ccccc4s3)c2c1
  1%	?	-26%	?	56	-25%
O=C(N/N=C/c1ccc[nH]1)c1ccc(COc2cccc3cccnc23)cc1
  -7%	0.79µM*	-21%[2.29 µM]	6%	-97*	0%
Cc1cccc(C)c1OCc1cc(C(=O)NC2CCC(O)CC2)no1 (stereo unspecified)
  nt	1%	12%	-1%	39	-9%
Oc1c(Cl)c(Cl)c(Cl)c(Cl)c1Cl
  6%	-7%	nt	nt	-28	nt
CCNS(=O)(=O)c1ccc(CCC(=O)N2CCN(c3ccccc3F)CC2)cc1
  2%	-10%	17%	?	20	-19%
Cn1ccnc1C(=O)c1cc(SCC(=O)NC2CC2)nc2ccccc12
  3%	-7%	4%	-6%	-6	-1%
O=C1CC(c2cccs2)Sc2nc3ccccc3n21 (stereo unspecified)
  -1%	2%	-31%	-6%	78	3%
CN(C)CC(CCC(CN(C)C)C(O)(c1ccccc1)c1ccccc1)C(O)(c1ccccc1)c1ccccc1 (stereo unspecified)
  3%	11µM*	172%[activator]	-5%	-98*	-14%
COc1ccc(CN2Cc3cccc4c3[C@@H](CC2=O)[C@H](O)[C@H](O)C4)cc1
  nt	1%	-5%	6%	-1	-29%
O=C(CSc1nc2[nH]ncc2c(=O)[nH]1)NCc1ccccc1
  -3%	3%	-14%	-11%	131	-22%

One compound at a time, from the list above. Values in the order: Giardia FBPA inh, HCV inhibitor, AmpC no deterg, AmpC inh detg, HCMV antiviral, Sm TGR block
`O=C(CSc1nc2[nH]ncc2c(=O)[nH]1)NCc1ccccc1` as listed: -3%, 3%, -14%, -11%, 131, -22%
`C[n+]1cccc(/C=N/Nc2nc(Cl)c(C#N)c(Cl)c2Cl)c1` as listed: -27%, 8%, 5%, -1%, 1, ?

Going on with the list.
The line under a structure holds: Giardia FBPA inh	HCV inhibitor	AmpC no deterg	AmpC inh detg	HCMV antiviral	Sm TGR block
COC(=O)c1nn(-c2ccccc2)c(=O)cc1Sc1ccc(Cl)cc1
  0%	1%	-29%	-18%	-39	-2%
O=C(CCn1c(=O)[nH]c2ccccc2c1=O)NCCCN1CCN(c2cccc(Cl)c2)CC1
  1%	-10%	109%[activator]	-1%	nt	-14%
CNC(=S)N/N=C/c1c(C(=O)OC)cnn1-c1ccc(F)cc1F
  ?	-10%	-25%	1%	-13	-6%
Cc1c(NP(=S)(C(C)(C)C)C(C)(C)C)c(=O)n(-c2ccccc2)n1C
  2%	3%	-7%[11.4 µM]	?	-24	18%
C/C(=N\NC(=O)c1cccs1)c1ccc(C(=O)O)s1
  0%	2%	5%	0%	12	-17%
Brc1ccc(-n2c(SCc3nc4ccccc4[nH]3)nnc2-c2ccncc2)cc1
  -1%	33%[activator]	-19%	?	-21	-5%
O=C(NS(=O)(=O)N1CCCC1)C1=C(N2CCCC2)COC1=O
  nt	13%	-4%	3%	-2	-3%
COC(=O)c1c[nH]n2c(=O)cc(C)nc12
  ?	6%	2%	2%	41	5%
O=C1CSC(=S)N1c1ccc(F)c(Cl)c1
  -3%	6%	-32%	5%	?	0%
CCc1ccc(NC(=O)NCCN2CCN(c3ccc(OC)cc3)CC2)cc1
  -9%	-11%	-13%	0%	28	-1%
Cn1c(SC2=CS(=O)(=O)c3ccccc32)nc2ccccc21
  0%	6.3µM*	-15%	2%	-98*	40µM*
Cc1ccc(NC(=O)NNC(=O)c2ccc3c(c2)NC(=O)C(C)(C)O3)cc1
  1%	22%	-29%	-11%	18	4%
CSc1ncc(C(=O)Nc2cc(Cl)ccc2C)c(-c2ccccc2)n1
  nt	nt	nt	1%	?	-4%
Cc1[nH]c(=O)[nH]c(=O)c1N1CCOCC1
  3%	23%	-2%	2%	-33	6%
COC(=O)Cc1c(C)c2cc3c(c(C)c2oc1=O)OCN(CCc1ccc(F)cc1)C3
  nt	nt	nt	1%	-21	-16%
CC[N+](C)(CC)CCC/C(=N/O)C(O)(c1ccccc1)c1ccccc1
  1%	10%	0%	1%	-65*	0%
CCC(C)Nc1nc2c(C)cccn2c(=O)c1C=Nc1ccc(OC)cc1 (stereo unspecified)
  -6%	-3%	-18%	-9%	32	1%
Oc1[nH]c2ccccc2c1N=Nc1c(F)c(F)c(Cl)c(F)c1F
  -4%	0%	-18%	6%	-97*	-5%
Cc1nc2ccccn2c1C(=O)N/N=C/c1ccccc1[N+](=O)[O-]
  0%	12%	-27%	8%	11	1%
Cc1ccc(NC(=O)CS(=O)CC(=O)N(c2ccc(C)cc2)C(C)C(=O)NC2CCCCC2)cc1 (stereo unspecified)
  8%	21%	110%[activator]	-4%	-4	-12%
Cc1ccc(-c2ccc(SCC(=O)NC3CCCCC3)nn2)cc1
  nt	nt	-7%	3%	-20	3%
CC(C)(C)N1C(=O)[C@H]2[C@@H](c3ccc(Br)cc3)N3C(=O)N(c4cccc(F)c4)C(=O)[C@@]3(C)[C@H]2C1=O
  nt	24%	115%[activator]	?	-8	8%
Cc1nc2ccc(NC(=S)NC(C)C)cc2nc1C
  ?	-7%	-20%	?	102	-9%
O=C(c1cccs1)N1CCc2c([nH]c3ccccc23)C1c1ccccn1 (stereo unspecified)
  -11%	0%	21%	-3%	-36	-30%
CCN(CC)S(=O)(=O)c1cc(NC(=O)NCCCl)ccc1C
  -9%	3%	-2%	2%	-12	5%
CCOC(=O)c1ccc(N2CCCCC2)c(NS(=O)(=O)c2cccc(C(F)(F)F)c2)c1
  -4%	-20%	-24%	-6%	-65*	8%
O=C(NCc1ccco1)c1ccc(CS(=O)(=O)Cc2ccc(Cl)cc2)o1
  ?	-19%	-13%	-13%	-5	-27%
O=C(CCN1CCOCC1)NNC(=O)Nc1cccc([N+](=O)[O-])c1
  14%	5%	-5%	2%	-18	-12%
CC(=O)CSc1nnc2c3ccccc3nc(C(C)(C)C)n12
  9%	-10%	167%[activator]	2%	?	0%
CC(CCCC(C)(C)O)NCCO (stereo unspecified)
  7%	0%	-16%	-4%	-30	38%[activator]
O=C(Nc1cccc(OC(=O)N2CCCCC2)c1)N1CCOCC1
  1%	-29%	-7%	?	-4	-5%
O=C(COC(=O)c1cccc(Br)c1)Nc1cccc2c1C(=O)c1ccccc1C2=O
  1%	-18%	-22%	6%	116	7%
O=C(NC(=S)Nc1ccc2[nH]c(=O)[nH]c2c1)c1ccccc1F
  nt	-4%	-12%	-6%	17	?
O=C(O)CCn1c(O)c(C=C2N=c3ccccc3=N2)sc1=S
  -8%	-1%	-45%	1%	-22	-9%
Cc1ccc(CCNC(=O)c2cc(S(=O)(=O)N3CCOCC3)cn2C)cc1
  10%	-16%	-14%	-10%	-17	-2%
CC(C)CC(=O)N1CCC(N2CCN(c3ccccc3)CC2)CC1
  ?	22%	-14%	?	2	1%

Entries listed so far with fluorine, in the order listed:
The line under a structure holds: Giardia FBPA inh	HCV inhibitor	AmpC no deterg	AmpC inh detg	HCMV antiviral	Sm TGR block
O=C(CSc1ccc(S(=O)(=O)N2CCOCC2)cn1)Nc1ccc(F)c(F)c1
  nt	6.3µM*	-8%	-11%	0	2%
CCNS(=O)(=O)c1ccc(CCC(=O)N2CCN(c3ccccc3F)CC2)cc1
  2%	-10%	17%	?	20	-19%
CNC(=S)N/N=C/c1c(C(=O)OC)cnn1-c1ccc(F)cc1F
  ?	-10%	-25%	1%	-13	-6%
O=C1CSC(=S)N1c1ccc(F)c(Cl)c1
  -3%	6%	-32%	5%	?	0%
COC(=O)Cc1c(C)c2cc3c(c(C)c2oc1=O)OCN(CCc1ccc(F)cc1)C3
  nt	nt	nt	1%	-21	-16%
Oc1[nH]c2ccccc2c1N=Nc1c(F)c(F)c(Cl)c(F)c1F
  -4%	0%	-18%	6%	-97*	-5%
CC(C)(C)N1C(=O)[C@H]2[C@@H](c3ccc(Br)cc3)N3C(=O)N(c4cccc(F)c4)C(=O)[C@@]3(C)[C@H]2C1=O
  nt	24%	115%[activator]	?	-8	8%
CCOC(=O)c1ccc(N2CCCCC2)c(NS(=O)(=O)c2cccc(C(F)(F)F)c2)c1
  -4%	-20%	-24%	-6%	-65*	8%
O=C(NC(=S)Nc1ccc2[nH]c(=O)[nH]c2c1)c1ccccc1F
  nt	-4%	-12%	-6%	17	?
